Assay outcomes deposited in PubChem BioAssay by several laboratories.
MBD2 DNA inh = MBD2-methylated oligo binding inhibition; Q9UBB5; TR-FRET, MBD2 binding to methylated oligonucleotide; inhibition, % at 4.4 µM; 370,000 compounds, 0.31% hits; AID 686964; in the data active means inhibition above about 13%
Target sequence (Q9UBB5 whole entry, looked up): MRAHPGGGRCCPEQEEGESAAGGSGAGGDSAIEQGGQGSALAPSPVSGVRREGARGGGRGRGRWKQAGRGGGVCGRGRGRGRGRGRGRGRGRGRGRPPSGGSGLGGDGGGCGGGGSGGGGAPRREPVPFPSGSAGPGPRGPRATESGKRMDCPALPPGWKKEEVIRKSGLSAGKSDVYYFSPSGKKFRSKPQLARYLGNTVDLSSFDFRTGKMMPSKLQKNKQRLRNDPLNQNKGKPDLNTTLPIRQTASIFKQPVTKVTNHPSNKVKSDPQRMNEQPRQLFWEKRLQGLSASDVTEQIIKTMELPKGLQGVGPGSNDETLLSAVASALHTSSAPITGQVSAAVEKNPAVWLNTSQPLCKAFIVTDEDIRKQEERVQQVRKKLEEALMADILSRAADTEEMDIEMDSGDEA
hgDAF-12 ag = activates the H. glycines DAF-12 receptor ligand-binding domain | HEK293 GAL4-hgDAF12 UAS-luciferase reporter, agonist luminescence; normalized to butyrate control | activation, % at 6.8 µM | 370,000 compounds, 1.8% hits;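 active means activation above a cutoff set at the mean of all screened compounds plus 3 SD, cut at about 10% in these data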;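 further: 0% = DMSO wells and 100% = sodium butyrate wells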
PLCg1 inh = inhibitors of human phospholipase C gamma1 | purified PLC-gamma1, fluorogenic substrate, fluorescence | P19174 | AID 720700 | inhibition, % at 12.2 µM | 370,000 compounds, 0.84% hits; in the data active means inhibition above about 9.5%
hcDAF12 agonist = activators of H. contortus DAF-12 nuclear receptor | activation, % at 6.8 µM | HEK293 hcDAF-12 lit1-tk-luc reporter, luminescence; 0% DMSO, 100% Δ7-dafachronic acid | 370,000 compounds, 1.4% hits;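 active means activation above the mean of all tested compounds plus 3 SD, cut at about 5.5% in these data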;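 further: 100% = response to 3 µM Δ7-dafachronic acid high control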
DAX1 inh-1 = inhibitors of human orphan nuclear receptor DAX1 (NR0B1). P51843. HEK293 Gal4-DAX1 luciferase reporter, luminescence. inhibition, % at 6.75 µM. 340,000 compounds, 0.99% hits. AID 504766;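 active means inhibition above the mean over all tested compounds plus 3 SD, cut at about 4.2% in these data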;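 further: 0% = DAX1-transfected cells with DMSO and 100% = empty-vector control cells with DMSO; inhibition shows as a rise in luminescence from relieved DAX1 repression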
DAX1 inh-2 = inhibitors of DAX1 repression of SF-1 activated StAR promoter; 370,000 compounds, 1.1% hits; inhibition, % at 6.8 µM; HEK293T StAR-luciferase reporter, SF-1/DAX-1 repression relief; AID 652010;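 active means inhibition above the mean over all tested compounds plus 3 SD, cut at about 3.6% in these data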;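 further: 0% = DAX-1 cells with DMSO and 100% = cells lacking DAX-1 with DMSO; higher inhibition means more luminescence from relief of DAX-1 repression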
PLCb3 inh = PLC-beta3 (human) inhibition, primary screen; Purified PLC-beta3, fluorogenic substrate, fluorescence; 370,000 compounds, 0.18% hits; inhibition, % at 12.2 µM; in the data active means inhibition above about 11%;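 further: 0% = median of compound wells on plate and 100% = full blocker control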
SMARCA2 act = activators of SMARCA2 function | MG213 cells, MMTV-luciferase reporter, dexamethasone, overnight | activation, % at 9.1 µM | 370,000 compounds, 1% hits | AID 652017; in the data active means activation above about 7.8%;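 further: 0% = vehicle wells and 100% = reference activator wells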
Rev-erbA mod = modulates human Rev-erb alpha binding to DNA; activity, % at 10 µM; Rev-erbα–FITC-DNA binding, fluorescence polarization, 90 min; P20393; 370,000 compounds, 0.79% hits;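 active means activity above about 14%, limit read from the data; passing the limit was not always enough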;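 further: 0% = DMSO wells with 35 nM protein and 100% = DMSO wells with 750 nM protein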
ssDAF-12 act = S. stercoralis DAF-12 activation, primary screen; HEK293 ssDAF-12/GRIP1 lit1-tk-luc reporter, luminescence; % of 3 µM dafachronic acid response; activation, % at 6.8 µM; 370,000 compounds, 1% hits;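 active means activation above the mean over all tested compounds plus 3 SD, cut at about 0.9% in these data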;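 further: 0% = DMSO-only wells and 100% = 3 µM delta7-dafachronic acid wells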
ADAM17 inh = inhibitors of human ADAM17; inhibition, % at 6.95 µM; 370,000 compounds, 0.83% hits; P78536; recombinant ADAM17, EDANS/DABCYL FRET peptide cleavage;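 active means inhibition above the mean of compounds lying between control limits plus 3 SD, set per campaign, cut at about 8.5% in these data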;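 further: 0% = DMSO-only wells as the low control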
Target sequence (P78536 215-824 limits assumed): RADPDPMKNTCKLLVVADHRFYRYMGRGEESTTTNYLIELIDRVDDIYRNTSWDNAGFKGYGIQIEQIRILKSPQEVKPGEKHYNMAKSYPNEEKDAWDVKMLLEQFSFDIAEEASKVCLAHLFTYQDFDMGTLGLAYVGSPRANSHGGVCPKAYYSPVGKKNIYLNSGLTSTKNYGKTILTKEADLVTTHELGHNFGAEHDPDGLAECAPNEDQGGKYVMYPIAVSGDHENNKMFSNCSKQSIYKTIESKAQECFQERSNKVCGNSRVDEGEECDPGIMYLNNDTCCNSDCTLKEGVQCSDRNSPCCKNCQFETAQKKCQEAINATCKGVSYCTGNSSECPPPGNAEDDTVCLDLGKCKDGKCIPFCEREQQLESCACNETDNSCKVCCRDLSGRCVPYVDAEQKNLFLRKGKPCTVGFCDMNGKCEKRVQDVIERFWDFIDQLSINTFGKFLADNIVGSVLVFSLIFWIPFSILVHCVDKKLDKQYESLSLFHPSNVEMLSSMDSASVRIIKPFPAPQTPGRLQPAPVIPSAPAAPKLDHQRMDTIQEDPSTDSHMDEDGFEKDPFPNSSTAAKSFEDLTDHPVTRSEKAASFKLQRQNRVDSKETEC
Active calls of the source: *; nt = no result given.

Compound	PLCg1 inh	ssDAF-12 act	hcDAF12 agonist	ADAM17 inh	DAX1 inh-2	hgDAF-12 ag	MBD2 DNA inh	Rev-erbA mod	SMARCA2 act	PLCb3 inh	DAX1 inh-1
Cc1nnc(SCCN2C(=O)c3ccccc3C2=O)nc1C	6	-1.0	0.9	-6	-0.1	-1.3	8	7	-1	-3	-0.4
CCCCCC(/C=N/Nc1ccc(S(=O)(=O)N2CCOCC2)cc1[N+](=O)[O-])=C\c1ccccc1	-2	-1.2	1.3	-5	-0.5	-0.1	1	11	-3	1	2.5
CCc1cccc(CC)c1NC(=S)Nc1ccccc1	-2	-1.7	-0.1	-1	0.1	-0.5	6	-2	1	2	-0.6
COc1cccc(C(=O)NC2CCCN(C3Cc4ccccc4C3)C2)c1OC (stereo unspecified)	1	-0.2	0.5	-1	-0.2	1.6	-7	4	0	-8	0.4
COc1ccc([N+](=O)[O-])cc1N(CC(=O)Nc1ccccc1C(=O)N1CCCC1)S(C)(=O)=O	2	-1.1	1.0	0	-0.4	1.2	-5	1	-1	1	-0.3
O=C(C1CCN(S(=O)(=O)N2CCC3(CC2)OCCO3)CC1)N1CCc2ccccc2C1	1	-0.7	1.8	-5	-0.8	-2.7	-2	6	-2	-2	-0.4
CCCS(=O)(=O)Nc1cccc(-c2cn3c(n2)SCC3)c1	1	-0.8	-3.1	-3	0.6	1.2	3	-1	3	-4	0.3
Cc1ccc(S(=O)(=O)N2CCN(C(=O)CCC(=O)NCc3ccc(F)cc3)CC2)cc1	5	-0.9	0.1	-4	-0.5	-5.4	-7	0	-2	2	2.9
Cc1cc(C)n(Cc2n[nH]c(=S)n2Cc2ccccc2)n1	3	-0.9	-1.3	-8	0.7	-1.6	1	3	-1	0	0.4
O=[N+]([O-])c1cc(S(=O)(=O)N2CCCC2)ccc1N/N=C/c1ccccn1	9	-0.1	-3.2	-3	-0.2	-1.6	3	-8	-3	-1	0.1
CCCC12CN3CC(C)(CN(C1)C31C(=O)Nc3ccc(C)cc31)C2=O (stereo unspecified)	-2	-0.9	-2.2	-5	0.6	2.3	-11	-2	-5	-1	0.2
CCOC(=O)N1CCN(CC(O)COc2ccccc2C(C)C)CC1 (stereo unspecified)	-1	-1.2	-1.8	-4	-0.7	0.4	0	-5	0	0	0.0
COc1ccccc1C(=O)NCC(=O)Nc1ccccc1	4	-0.1	1.2	4	0.0	2.3	-1	5	-3	1	-0.3
CCC(=O)N(Cc1cc2ccc(C)cc2[nH]c1=O)c1ccccc1OC	-8	-0.7	3.0	-5	-0.4	1.1	0	-1	1	-9	-1.5
CCOc1ccccc1CNC(=O)CCCC(=O)n1nc(C)c2ccccc21	-3	-1.1	-3.5	1	-0.1	-1.2	0	-2	-2	-11	0.6
CCN(CC)c1ccc(C(=O)OCC(=O)Nc2ccc3[nH]c(=O)[nH]c3c2)cc1	-22	-1.5	-1.2	-3	-0.5	-1.6	0	1	0	-25	0.3
COc1cccc(C(=O)CC(=O)C(=O)Nc2cc(OC)ccc2OC)c1	-8	-1.4	-1.6	0	0.0	0.4	4	-3	-2	-19	-1.5
CN(c1ccc(C(=O)Nc2ccccc2C(=O)N2CCCC2)cc1)S(C)(=O)=O	-2	-1.1	1.0	-3	0.8	-0.6	7	0	0	0	0.9
COc1ccc(-c2cc(C(=O)N(C)CC(=O)Nc3cccc(F)c3)c3ccccc3n2)cc1OC	-295	-2.2	-2.8	-52	-3.7	-3.8	0	-7	0	-406	-0.3
c1ccc(-n2nnnc2SCCCSc2nc3ccccc3s2)cc1	2	-0.7	2.9	4	-0.1	0.8	-5	1	1	-2	0.8
Cc1cccc(OC(C)C(=O)Nc2nc(-c3ccncc3)cs2)c1 (stereo unspecified)	-8	-0.8	-1.6	-2	-2.7	-1.7	-10	-1	-2	-7	-1.2
O=C1C(=O)N(Cc2ccccc2)C(=O)N1CCN1C(=O)c2ccccc2C1=O	0	-1.3	-0.8	-2	-0.7	-2.4	0	-3	-3	0	3.9
O=C(NC(=O)c1ccccc1)Nc1cccc(S(=O)(=O)N2CCCCC2)c1	-3	-1.3	0.3	-3	0.2	-1.3	7	1	0	-8	-0.8
CCCSc1nc2c(cnn2-c2ccc(C)c(C)c2)c(=O)[nH]1	2	-1.0	0.3	-2	-0.3	2.1	-6	0	-1	1	0.2
COc1ccc(/C=N/NC(=S)Nc2ccccc2)cc1	-4	-0.5	3.2	-4	7.7*	26*	2	0	2	-11	0.6
CCN(CC)c1ccc(N=Cc2c(C)[nH]c3ccccc23)cc1	0	-1.2	1.5	0	-1.9	0.8	-5	1	-2	-5	-1.0
O=C(NCc1ccccc1)C1CCC(=O)N(CC2CCCCC2)C1 (stereo unspecified)	-1	-1.1	-1.2	1	-0.1	0.7	2	-2	-1	-4	0.3
CC1(C)Cc2c(C#N)c(SCCOc3ccccc3)nc(N3CCOCC3)c2CO1	-2	-1.1	-1.6	-4	-0.1	0.3	-5	4	-3	-4	0.7
COc1ccc(S(=O)(=O)N2CCOCC2)cc1NC(=O)Cc1c(Cl)cccc1Cl	-3	-1.3	-1.6	-4	-0.2	-3.1	-3	4	-2	-5	0.4
CC(=O)c1cnc2nc(SCc3cccc(C)c3)nn2c1C	-5	-1.1	-1.3	-2	0.0	1.5	-3	-3	0	-9	1.6
COc1cc(CC(NC(C)=O)C(=O)NC2CCN(C(=O)Nc3ccccc3C)CC2)cc(OC)c1 (stereo unspecified)	3	-1.1	0.1	1	0.1	2.1	-2	0	-1	-2	-0.1
CCOC(=S)SCC(=O)Nc1nc(C)c(C)s1	1	-0.8	-0.4	-3	0.4	1.3	-2	10	0	-9	2.5
COc1ccc(OC)c(NC(=O)CCCC(=O)NC2CCCCC2)c1	-3	-1.0	-1.6	-5	0.4	-1.8	5	-3	-3	-1	1.4
Cc1cccc(C)c1NC(=O)COc1cccc(/C=N/NC(=O)C(=O)NCc2ccccc2)c1	2	-0.6	-1.4	-6	-0.7	1.6	1	-4	1	2	-0.5
Cc1nn(Cc2c(F)c(F)c(F)c(F)c2F)c(C)c1NC(=O)c1c(-c2ccccc2)nn(-c2ccccc2)c1C	0	-1.3	0.1	-5	-0.1	0.6	0	-4	-5	-2	0.5
Cc1ccc(O)c(NC(=O)c2ccc3c(c2)C(=O)N(Cc2ccco2)C3=O)c1	-1	-1.0	-0.8	1	0.6	-1.2	0	1	-1	-6	-0.1
COC(=O)Cc1nnn2c1CC(OC)c1cc(Br)ccc1-2 (stereo unspecified)	-3	-1.3	0.5	-2	-0.3	1.7	-5	7	-2	-4	nt
COC(=O)C1CN(Cc2ccccc2)CCS(=O)(=O)N1Cc1cn(Cc2ccccc2Br)nn1 (stereo unspecified)	2	-0.5	0.0	-2	-0.6	3.4	1	-2	-3	3	nt
O=C(O)c1ccc(S(=O)(=O)Nc2ccc(F)c(Cl)c2)cc1	-3	-1.3	-1.0	-4	-0.1	-0.8	-1	-3	0	3	-0.4
Cc1ccc(C)c(NC(=O)c2cc([N+](=O)[O-])cc([N+](=O)[O-])c2)c1	0	-1.9	1.9	-1	-0.3	-3.0	2	-3	-1	-9	-0.1
CN(C)CCCN(C(=O)c1ccc(S(=O)(=O)N2CCOCC2)cc1)c1nc2cc3c(cc2s1)OCO3	2	-0.5	-0.7	2	1.3	1.0	-1	4	1	-2	0.2
CCOCCCNC(=O)CN1C(=O)c2ccccc2Sc2ncccc21	0	-1.1	-2.4	1	0.2	1.2	1	-3	-3	-1	0.8
CCOC(=O)c1sc2ncc([N+](=O)[O-])cc2c1N	0	-1.6	0.8	-1	0.0	0.7	-9	11	5	-9	1.1
O=C(/C=C(\Nc1cccc(F)c1)c1ccccc1)c1ccccc1	0	-0.7	-0.5	-3	1.8	4.6	0	1	4	2	nt
CC1(C)[C@H]2CC=C(CN3CCC(N4CCC(C(=O)N5CCCC5)CC4)CC3)[C@@H]1C2	0	-1.4	-1.0	-2	-0.3	0.0	0	-2	-1	1	-1.4
Fc1cc(F)cc(NC(=S)Nc2ccccc2N2CCOCC2)c1	0	-1.1	-0.3	-3	0.6	1.9	3	-5	1	2	0.4
CC(OC(=O)c1cc2sccc2n1C)C(=O)NCCc1ccccc1 (stereo unspecified)	0	-1.7	-1.1	1	0.0	-1.9	11	-1	-3	-5	0.5
CCCCn1c(NCc2ccccc2O)nc2ccccc21	-1	-1.6	-0.1	1	0.4	0.5	-5	0	1	3	-0.4
CCOc1ccc(C(=O)CN2CCN(S(=O)(=O)c3ccc(F)cc3)CC2)cc1	-4	-0.7	0.2	-4	0.0	-0.3	2	8	0	-6	0.9
CC(C)(C)NC(=O)CSc1nc2ccccc2c(=O)[nH]1	0	-0.7	1.5	-4	1.2	4.4	-1	0	4	-6	1.8
COc1ccc(CCNC2=NCCS2)cc1	0	-1.3	-0.2	-6	-0.6	-0.5	0	1	-3	-1	0.3
COc1ccccc1-c1sc2cc3c(cc2c1-c1ccc(OCCN2CCCCC2)cc1)OCO3	-40	-1.4	-1.1	-21	0.2	-2.1	4	14	-1	-52	0.9
CC(C)c1ccc(S(=O)(=O)N2CCN(C(=O)c3ccco3)CC2)cc1	5	-0.5	-0.8	-1	0.1	-0.4	-2	0	0	-4	-0.6
CCOC(=O)c1oc2ccccc2c1NC(=O)CN1CCOCC1	2	-0.3	-1.6	-4	-0.2	-2.2	-6	-6	-1	-2	0.9
COC(=O)CCC(=O)OC1(C)C(=O)C=C2C=C(C3CC3)N(C(CO)CO)C=C2C1=O (stereo unspecified)	-20	-1.2	-1.0	-9	-0.5	-1.2	0	-5	-1	-19	-0.8
O=C(CSc1nncc2ccccc12)Nc1ccc(F)cc1	2	-1.1	-2.6	0	-0.8	-0.3	1	-6	-2	-3	-0.9
COc1ccc(NC(=O)N2CCN(S(=O)(=O)c3ccc(F)cc3)CC2)c(OC)c1	5	0.0	-2.2	-2	0.7	1.5	-1	0	0	0	-0.6
COc1ccc(OC)c(S(=O)(=O)N2CCc3ccccc3C2)c1	-1	-1.4	-1.1	-3	0.2	-0.2	5	5	-3	-9	-0.7
C=CCN(CC#CC(=C)C)Cc1ccc(OC)cc1OC	1	-1.3	-1.3	-1	-0.9	4.0	-3	-4	-5	1	nt
C/C(=N/OC(=O)c1ccc(Cl)cc1Cl)c1oc(C)nc1C	-2	-0.9	-0.8	0	0.0	-1.0	6	-2	0	-8	1.1
O=C(CSc1ncn[nH]1)N(C1CCCCC1)C1CCCCC1	0	-1.1	-2.4	-2	-1.3	-2.7	5	-6	-2	1	-1.0
CN(Cc1cn(Cc2ccc(Cl)cc2)nn1)C1CN(Cc2cn(Cc3ccc(Cl)cc3)nn2)S(=O)(=O)C1 (stereo unspecified)	2	-1.4	-3.0	-3	-3.5	-4.8	5	0	-7	1	nt

Compounds were not picked by outcome. Share with any hit: about 7.4%.
